RTF Ca sens act – cardiac RTF calcium sensitivity activators, primary screen, biochemical, IANBD-TnC fluorescence, EC20 calcium. activation, % at 7.2 µM. IANBD-labeled TnC RTF fluorescence at EC20 calcium; 0% EC20 calcium, 100% full calcium. 0.24% of 340,000 active;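 active = activation above the mean over all tested compounds plus 3 SD, cut at about 30% in these data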;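 also: rise in fluorescence read as greater calcium sensitivity of cardiac thin filaments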
LANA DNA inh – inhibitors of KSHV C-LANA binding to DNA, primary screen, biochemical, fluorescence polarization, FAM-LBS DNA, MBP-C-LANA, single point; 0.078% of 340,000 active; inhibition, % at 9 µM;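 active = highest replicate inhibition at or above 60% at 9 µM, even if other replicates fall short; inactive = all replicates below 60% inhibition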;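 also: 0% = neutral control wells and 100% = 4 µM acridine orange control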
PvdQ inh – P. aeruginosa PvdQ acylase inhibitors, primary screen, biochemical, fluorescence, plate reader and imaging, single point; PvdQ acylase [Pseudomonas aeruginosa LESB58]; purified PvdQ acylase; inhibition, % at 10 µM; 0.063% of 340,000 active; AID 488965, 2010; in the data active = inhibition above about 30%, passing the limit was not always enough;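 also: 0% = vehicle neutral wells and 100% = reference inhibitor wells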
NSD2 HMT inh – NSD2 histone methyltransferase inhibitors, primary screen, biochemical, AlphaScreen, single concentration, set 2 | inhibition, % at 12.5 µM | 0.54% of 310,000 active | AID 743445, 2014 | NSD2 peptide methylation, 120 min; in the data active = inhibition above about 50%
Target sequence (O96028 whole entry, looked up): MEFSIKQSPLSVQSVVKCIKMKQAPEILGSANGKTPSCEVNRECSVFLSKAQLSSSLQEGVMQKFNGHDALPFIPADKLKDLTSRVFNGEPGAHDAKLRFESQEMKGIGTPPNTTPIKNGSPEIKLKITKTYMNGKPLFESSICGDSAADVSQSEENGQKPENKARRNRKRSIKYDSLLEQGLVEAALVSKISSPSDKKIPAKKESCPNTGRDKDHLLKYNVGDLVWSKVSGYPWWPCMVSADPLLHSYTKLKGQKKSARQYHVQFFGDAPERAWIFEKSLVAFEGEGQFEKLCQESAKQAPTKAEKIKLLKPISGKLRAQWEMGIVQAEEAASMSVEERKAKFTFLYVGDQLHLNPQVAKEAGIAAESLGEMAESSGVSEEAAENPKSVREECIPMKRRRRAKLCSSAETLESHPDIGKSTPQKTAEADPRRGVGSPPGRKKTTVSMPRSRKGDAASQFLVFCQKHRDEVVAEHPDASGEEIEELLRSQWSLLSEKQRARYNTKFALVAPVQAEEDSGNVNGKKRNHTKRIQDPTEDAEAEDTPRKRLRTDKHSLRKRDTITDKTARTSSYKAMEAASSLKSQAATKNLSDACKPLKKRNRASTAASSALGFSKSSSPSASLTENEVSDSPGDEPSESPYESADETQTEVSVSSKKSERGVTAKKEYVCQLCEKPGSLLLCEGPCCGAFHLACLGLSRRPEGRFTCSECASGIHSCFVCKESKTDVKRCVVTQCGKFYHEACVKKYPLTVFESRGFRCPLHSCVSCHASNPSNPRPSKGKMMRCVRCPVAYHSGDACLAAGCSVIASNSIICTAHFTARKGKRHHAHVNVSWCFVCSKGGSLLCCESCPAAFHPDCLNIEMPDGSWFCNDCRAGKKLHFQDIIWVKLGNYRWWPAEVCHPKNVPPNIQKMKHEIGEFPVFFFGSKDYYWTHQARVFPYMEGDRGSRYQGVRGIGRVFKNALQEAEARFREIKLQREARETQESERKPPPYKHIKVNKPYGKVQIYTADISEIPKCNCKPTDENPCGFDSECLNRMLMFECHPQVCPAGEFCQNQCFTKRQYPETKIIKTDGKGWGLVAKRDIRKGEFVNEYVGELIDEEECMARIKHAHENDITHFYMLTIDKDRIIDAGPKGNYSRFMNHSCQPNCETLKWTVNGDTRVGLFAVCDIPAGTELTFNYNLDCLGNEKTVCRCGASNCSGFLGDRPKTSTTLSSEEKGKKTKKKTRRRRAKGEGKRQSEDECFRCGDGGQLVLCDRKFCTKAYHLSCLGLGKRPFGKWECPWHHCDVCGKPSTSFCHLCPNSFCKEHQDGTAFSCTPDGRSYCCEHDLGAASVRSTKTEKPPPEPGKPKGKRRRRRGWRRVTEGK
Keap1 Nrf2 FP – Keap1-Nrf2 protein-protein interaction inhibitors, primary screen, biochemical, fluorescence polarization, single point; AID 504523, 2011; 0.15% of 340,000 active; Kelch-like ECH-associated protein 1 (Homo sapiens), Q14145; Keap1 Kelch-Nrf2 peptide fluorescence polarization, 1536-well; inhibition, % at 9.4 µM; in the data active = inhibition above about 12%;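 also: human Keap1 Kelch domain with fluorescein labeled Nrf2 9mer peptide probe; 0% = neutral control wells and 100% = peptide positive control; higher means more block of Keap1 binding to Nrf2 peptide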
dFosB act – activators of delta FosB homodimer, primary screen, biochemical, fluorescence polarization, TAMRA-CDK5 oligo, single point. purified delta FosB; percent of positive-control signal above neutral wells. activation, % at 25 µM. Protein FosB (Mus musculus), P13346. 0.99% of 340,000 active;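 active = mean activation above about 17%, with every replicate also reaching it, limit read from the data, passing the limit was not always enough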;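 also: fluorescence polarization rise as delta FosB binds a TAMRA Cdk5 AP-1 oligo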
Rtt109 HAT inh – inhibitors of C. albicans Rtt109/Vps75 HAT, primary screen, biochemical, ThioGlo CoA-SH fluorescence, plate reader; Histone acetyltransferase RTT109 (Candida albicans (strain SC5314 / ATCC MYA-2876)), …; purified Rtt109/Vps75, 4 h; inhibition, % at 34.9 µM; 0.16% of 330,000 active; AID 540336, 2011;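 active = inhibition of at least 50% in every replicate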
PfHsp90 yeast 2 – growth inhibition of PfHsp90-expressing yeast, primary screen, antimalarial PfHsp90 inhibitor project, S. cerevisiae, BacTiter-Glo luminescence, single point, set 2; inhibition, % at 9.4 µM; 0.32% of 310,000 active; BacTiter-Glo ATP, 48 h; yeast lacking PDR1 and PDR3 efflux regulators;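 active = every replicate shows inhibition above about 80%, whatever the replicate mean, limit read from the data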;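 also: 0% = DMSO neutral controls and 100% = 20 µM radicicol positive controls; yeast relying on Plasmodium falciparum Hsp90 in place of its own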
SUMO Mot1 rescue – yeast Mot1-301 growth rescue at high temperature, primary screen, SUMOylation pathway inhibitor project, S. cerevisiae, ATP luminescence, 38.5C. S. cerevisiae Mot1-301 growth rescue; percent above DMSO median, 100 means doubled. growth rescue, % at 18.8 µM. 1% of 320,000 active. AID 2716, 2010;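 active = every valid replicate shows activation above 250% relative to neutral control wells; inactive = the rest, any valid replicate at or below 250%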;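 also: OY570 slx delta 5 strain wells were the positive control but not used for scaling; some compounds called inactive have numbers as strong as hits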
CDK5 inh – inhibitors of human CDK5/p35 kinase, primary screen, biochemical, single concentration. Cyclin-dependent kinase 5 (Homo sapiens) + Cyclin-dependent kinase 5 activator 1 (Homo …. Recombinant CDK5/p35, ADP-Glo luminescence, 60 min. inhibition, % at 10 µM. 0.01% of 330,000 active;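 active = highest replicate inhibition of at least 50% and at least 75% of replicates reaching 50%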;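 also: plate controls were DMSO neutral control for no effect and GW8510 at 10 µM for full effect; many of its hits are not listed in these tables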
Cardiac RTF inh – cardiac RTF calcium sensitivity inhibitors, primary screen, biochemical, IANBD-TnC fluorescence, EC70 calcium | Troponin I, cardiac muscle (Homo sapiens) + Troponin T, cardiac muscle (Homo sapiens) + … | IANBD-labeled cardiac RTF, Ca2+ fluorescence | inhibition, % at 7.15 µM | 0.12% of 340,000 active;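 active = inhibition above the mean inhibition of all tested compounds plus 3 SD, cut at about 17% in these data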;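 also: assay run at fixed EC70 calcium of 1.6 mM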
An asterisk follows results filed as active; x = no result given.

SMILES	RTF Ca sens act	LANA DNA inh	PvdQ inh	NSD2 HMT inh	Keap1 Nrf2 FP	dFosB act	Rtt109 HAT inh	PfHsp90 yeast 2	SUMO Mot1 rescue	CDK5 inh	Cardiac RTF inh
O=C(COc1ccccc1CNCc1ccccc1)Nc1ccccc1	-1	0.9	-9	2	2	-1	-1	x	-18	-0.4	-4
COc1ccc(C(=O)N2CCCC2)cc1S(=O)(=O)N1CCOCC1	1	-1.4	-14	1	1	-1	-36	35	-5	0.0	-10
CC1CC(C)CN(CCCNC(=O)c2ccc(N3CCCC3=O)cc2)C1 (stereo not given)	1	-0.4	-1	1	-3	3	-6	-23	24	0.1	-1
Cc1cccc(-n2ncc3c2CCCC3NC(=O)CN2CCOC2=O)c1C (stereo not given)	-1	-0.9	-6	-1	0	3	-2	9	176	x	-3
CC(=O)OCC(=O)N1N=C(c2ccc3ccccc3c2)CC1c1ccccc1 (stereo not given)	0	-1.4	-11	-2	1	-2	-3	-9	-24	0.7	4
Cc1ccc(CNC(=O)COC(=O)Cn2nc(C)c([N+](=O)[O-])c2C)cc1	2	1.4	-14	1	-3	-1	0	2	-13	-0.8	-5
Cc1[nH]n(-c2ccccc2)c(=O)c1/C=N/NC(=O)c1cccc([N+](=O)[O-])c1	0	-0.2	-10	-2	0	-2	3	-3	78	-0.1	-12
C[C@@H]1CN(C2CCN(Cc3nc(C(c4ccccc4)c4ccccc4)no3)CC2)C[C@H](C)O1	2	-2.4	3	-3	-3	6	5	12	178	-0.5	4
NS(=O)(=O)c1ccc(CCn2c(=S)[nH]c3ccccc3c2=O)cc1	-2	-6.6	-6	-3	-1	8	9	9	6	1.8	-9
CCNC(=S)Nc1c(C)n(C)n(-c2ccccc2)c1=O	4	1.4	-11	7	5	4	-6	-7	7	-1.7	-11

Arranged by number of heavy atoms (lowest first): some entries from above
SMILES	RTF Ca sens act	LANA DNA inh	PvdQ inh	NSD2 HMT inh	Keap1 Nrf2 FP	dFosB act	Rtt109 HAT inh	PfHsp90 yeast 2	SUMO Mot1 rescue	CDK5 inh	Cardiac RTF inh
CCNC(=S)Nc1c(C)n(C)n(-c2ccccc2)c1=O	4	1.4	-11	7	5	4	-6	-7	7	-1.7	-11
COc1ccc(C(=O)N2CCCC2)cc1S(=O)(=O)N1CCOCC1	1	-1.4	-14	1	1	-1	-36	35	-5	0.0	-10
O=C(COc1ccccc1CNCc1ccccc1)Nc1ccccc1	-1	0.9	-9	2	2	-1	-1	x	-18	-0.4	-4

(continued)
SMILES	RTF Ca sens act	LANA DNA inh	PvdQ inh	NSD2 HMT inh	Keap1 Nrf2 FP	dFosB act	Rtt109 HAT inh	PfHsp90 yeast 2	SUMO Mot1 rescue	CDK5 inh	Cardiac RTF inh
Cc1ccc(C(C)C)c(OCCNC(=O)c2ccccc2O)c1	1	1.5	-15	0	-1	-13	6	-9	7	1.2	1
CCOc1ccc(-c2c(C(=O)N/N=C/c3ccc(C)cc3)nnn2-c2nonc2N)cc1	-9	1.2	-6	-1	2	34*	-7	-1	71	-0.1	1
Cc1ccc(NC(=O)c2cc(C(=O)Nc3ccc(C)cc3)n(C)n2)cc1	-1	-1.0	-13	22	-3	14	8	-13	5	1.2	-3
Fc1cc2nc(-c3ccncc3)[nH]c2cc1F	4	-2.1	-14	-1	-2	-27	-1	12	-9	7.4	-18
CC(=O)Nc1ccc(/C(C)=N/NC(=O)c2ccc(F)cc2)cc1	-1	1.5	3	0	-1	-3	-4	11	3	-1.5	8
Cc1ccc(S(=O)(=O)NCC(=O)OCc2csc(CC(=O)Nc3ccccc3C)n2)cc1C	6	2.5	-8	0	-6	-12	-3	-5	x	-7.4	-1
O=C(Nc1cccc(Cl)c1)Nc1nnc(-c2ccncc2)s1	0	-0.5	8	-2	-5	-12	-4	13	28	-1.8	-3
O=C(O)/C(=C\c1ccc2ccccc2c1)c1cccc2ccccc12	1	1.1	5	4	1	-2	13	-22	-13	-1.6	-11
Cc1[nH][nH]c(=O)c1C(c1c(C)[nH][nH]c1=O)c1cn(Cc2ccc(F)cc2)c2ccccc12	-14	1.0	3	88*	-11	4	37	-15	-4	-0.8	5
Cc1ccc(C(=O)Oc2coc(CSc3nnc(NC(=O)C4CC4)s3)cc2=O)cc1C	9	-1.3	3	1	-1	6	-5	1	x	0.5	-23
O=c1ccnc(SCCC(F)=C(F)F)[nH]1	-2	-0.4	1	0	-4	2	-6	-12	-9	1.0	3
O=C(NNC(=O)c1cc2ccccc2cc1O)Nc1ccc(Br)cc1	0	-0.1	-7	13	-1	15	-2	2	38	0.9	1
COc1ccc(N(CC(=O)Nc2ccc(C)cc2C)S(=O)(=O)c2ccccc2[N+](=O)[O-])c(OC)c1	x	0.7	5	-6	-5	-11	19	7	-18	-0.5	x
Cc1ccccc1NC(=O)c1sc2nc3c(c(-c4ccco4)c2c1N)CCCC3	6	0.2	-19	-1	-4	-7	-6	27	-1	-6.1	-9
COc1ccc(NC(=O)Cn2nnc(-c3ccccc3NS(=O)(=O)c3ccc(OC)cc3)n2)cc1	7	-0.1	-13	-3	-2	-10	-3	-27	-1	-0.4	-18
CC(C)Cn1c(=S)[nH]c2cc(C(=O)NCc3ccccc3F)ccc2c1=O	1	3.6	2	1	1	-1	-3	-9	9	-1.2	-3
O=C(NCc1ccccc1)c1ccc(NC(=O)C2CCCCC2)cc1	-3	-0.1	-21	x	-6	12	-12	19	x	-0.2	-4
COc1ccc(CNC(=O)C/C(C)=N/NC(=O)Cc2ccc(OC)cc2)cc1	0	-0.7	-10	2	-4	-9	-1	9	-13	-3.9	-11
Cn1c(CNC(=O)CCNC(=O)c2cccc(F)c2)cc(=O)n(C)c1=O	-3	-1.2	-14	-2	-3	3	6	18	39	x	4
CC(=O)Nc1ccc(OC(=O)c2ccco2)cc1	0	0.3	1	0	0	1	0	-4	41	1.1	-5
CCCCC(=O)Nc1ccc2c(c1)nc(CN1CCN(C(=O)OCC)CC1)n2C	4	-0.5	-2	-3	-4	-2	-4	3	2	-2.2	0
CCc1cc(=O)oc2cc(C)c3c(C)coc3c12	9	0.0	-14	-9	-1	-9	-9	-41	155	-0.4	-13
O=[N+]([O-])c1cc(Cl)ccc1NCCNS(=O)(=O)c1ccccc1	-19	-0.1	6	7	-5	-5	x	-35	4	6.9	0
O=C(COc1ccccc1F)Nc1nc(-c2ccccn2)cs1	-2	-0.3	-3	-1	0	-19	-3	33	65	-0.5	1
COC(=O)c1ccc(OC)c(CSc2nnc(COc3cccc(C)c3)o2)c1	-4	0.6	3	-2	-3	3	-13	7	-4	-0.1	-4
COC(=O)c1ccc(-n2nnnc2SCC(=O)NCc2cccc(C(=O)O)c2)cc1	1	-8.0	-8	107*	0	-9	12	-20	13	-0.5	-7
O=C(COC(=O)c1cnc(Cl)c(Cl)c1)NC1CCCCCC1	-6	-1.7	-11	1	-6	2	1	7	x	-0.3	3
Cc1cc2cc(CNC(=O)c3ccco3)ccc2n1C	8	2.9	-14	x	-6	-12	-7	13	2	-2.7	-5
Cn1c(CNC(=O)Nc2ccccc2)nnc1SCc1ccccc1	10	1.2	-6	-4	-3	-8	-28	-23	0	-3.6	-5
Cc1cnc(NC(=O)c2c(Cl)cnn2C)s1	1	-0.5	-8	0	-1	3	-6	16	-8	0.8	-1
COc1cccc(CNS(=O)(=O)c2ccc3c(c2)N(C)CCO3)c1	0	1.7	-9	x	-3	-2	-5	-1	1	x	-3
CCN(CC)CCn1c(NC(=O)c2ccccc2O)nc2ccccc21	-1	-0.4	3	6	-2	3	-10	-2	11	1.3	0
COc1ccc(N2CCN(C(=O)c3cccc(S(=O)(=O)N4CCOCC4)c3)CC2)cc1	5	1.4	-3	0	2	-10	1	11	9	-0.6	-8
COc1ccccc1NC(=O)CCN1CCCCCC1	-1	-1.5	-1	2	2	-8	-8	7	-15	-0.1	-4
CC(C)c1nnc(SCC(=O)N2CCOCC2)n1C	4	-0.3	8	-2	-5	-3	2	x	1	0.6	12
Cc1ccc(CS(=O)Cc2ccc(C(=O)NCc3ccccc3Cl)o2)cc1 (stereo not given)	0	0.4	-7	1	-3	-7	-10	37	6	3.1	-3
Cc1ccc(S(=O)(=O)N2CCCC2C(=O)OCC(=O)Nc2ccc3c(c2)OCO3)cc1 (stereo not given)	3	-2.8	-5	5	-2	-3	-6	-20	-20	0.5	0
Cc1csc(NC(=O)CSc2nnc(-c3ccccc3)o2)n1	8	0.3	-14	-2	-5	-3	-6	x	641	0.0	-1
CCN(CC)CCNC(=O)C(=O)NCC1OCCN1S(=O)(=O)c1ccc2c(c1)OCCO2 (stereo not given)	-3	-0.7	-8	8	-2	-3	x	-3	12	-1.4	0
O=[N+]([O-])c1ccccc1OCCCN1CCOCC1	1	-1.4	-2	0	0	1	2	-2	23	-0.1	-1
CCOc1cc(/C=N/Nc2nncc(-c3ccccc3)n2)ccc1O	4	-1.1	0	5	0	-4	-11	-26	-15	-0.1	-2
C/C(=N\NC(=O)C(C)Oc1ccc([N+](=O)[O-])cc1)c1ccccn1 (stereo not given)	-4	0.5	0	5	0	-15	3	x	-7	1.0	-4
Cc1nc2ncnn2c(C)c1CCC(=O)N1CCN(Cc2ccccc2)CC1	0	0.7	-4	0	-1	3	-3	x	-7	-0.1	2
Cc1ccc(OCc2nnc(SCC(=O)O)n2-c2ccccc2)cc1	5	-3.0	-13	4	-3	-5	3	-10	-7	-3.7	-4
O=C(NC1CCCCC1)c1ccc(Cn2cc(Cl)cn2)cc1	3	-1.1	-14	0	-7	0	-8	-4	-19	-0.3	3
Cc1ccc(NC(=O)CN2CCN(Cc3ccccc3)CC2)cc1F	-7	0.9	-13	-2	0	-5	-6	-3	61	0.2	-5
Cc1nc(-c2cccc(Br)c2)ccc1C(=O)O	7	-0.7	-3	-3	-2	2	-10	27	-18	0.6	-6
Cc1cc(C)c(C)c(OCCCCN2CCCCC2)c1	-1	0.2	-12	1	3	5	-1	-3	49	1.6	-13
O=C1CCCC2=C1C(c1ccc3c(c1)OCO3)c1c([nH]n(-c3ccccc3)c1=O)N2 (stereo not given)	-3	0.5	5	13	-2	1	4	x	-14	5.2	1
COc1ccc(C(=O)Cc2cnn(-c3ccccc3)c2)c(O)c1	8	-0.8	-15	0	-5	-2	-39	-35	-4	-1.4	3
COc1cc(/C=N/NC(=O)c2ccc(COc3cc(C)ccc3C(C)C)cc2)cc(OC)c1O	13	-0.8	-10	-3	-2	-18	-14	-45	125	-0.6	-13
O=C(NCCc1ccccc1)c1ccc(=O)oc1	0	0.3	4	-3	-2	-9	2	31	x	0.6	0
